EPAC2 ag: agonists of human EPAC2 (RAPGEF4); Q8WZA2; EPAC2 activation, biochemical qHTS; response scale: 100% = 6.5 mM cAMP response; Potency, µM (highest dose often 154 µM), for the others: at the highest dose activation, most hits filed as activators; 360,000 compounds, 0.079% hits; AID 720711; note: potency is the fitted concentration of half-maximal effect; nearly all actives have a fitted effect of over 50% in size
Target sequence (Q8WZA2 whole entry, looked up): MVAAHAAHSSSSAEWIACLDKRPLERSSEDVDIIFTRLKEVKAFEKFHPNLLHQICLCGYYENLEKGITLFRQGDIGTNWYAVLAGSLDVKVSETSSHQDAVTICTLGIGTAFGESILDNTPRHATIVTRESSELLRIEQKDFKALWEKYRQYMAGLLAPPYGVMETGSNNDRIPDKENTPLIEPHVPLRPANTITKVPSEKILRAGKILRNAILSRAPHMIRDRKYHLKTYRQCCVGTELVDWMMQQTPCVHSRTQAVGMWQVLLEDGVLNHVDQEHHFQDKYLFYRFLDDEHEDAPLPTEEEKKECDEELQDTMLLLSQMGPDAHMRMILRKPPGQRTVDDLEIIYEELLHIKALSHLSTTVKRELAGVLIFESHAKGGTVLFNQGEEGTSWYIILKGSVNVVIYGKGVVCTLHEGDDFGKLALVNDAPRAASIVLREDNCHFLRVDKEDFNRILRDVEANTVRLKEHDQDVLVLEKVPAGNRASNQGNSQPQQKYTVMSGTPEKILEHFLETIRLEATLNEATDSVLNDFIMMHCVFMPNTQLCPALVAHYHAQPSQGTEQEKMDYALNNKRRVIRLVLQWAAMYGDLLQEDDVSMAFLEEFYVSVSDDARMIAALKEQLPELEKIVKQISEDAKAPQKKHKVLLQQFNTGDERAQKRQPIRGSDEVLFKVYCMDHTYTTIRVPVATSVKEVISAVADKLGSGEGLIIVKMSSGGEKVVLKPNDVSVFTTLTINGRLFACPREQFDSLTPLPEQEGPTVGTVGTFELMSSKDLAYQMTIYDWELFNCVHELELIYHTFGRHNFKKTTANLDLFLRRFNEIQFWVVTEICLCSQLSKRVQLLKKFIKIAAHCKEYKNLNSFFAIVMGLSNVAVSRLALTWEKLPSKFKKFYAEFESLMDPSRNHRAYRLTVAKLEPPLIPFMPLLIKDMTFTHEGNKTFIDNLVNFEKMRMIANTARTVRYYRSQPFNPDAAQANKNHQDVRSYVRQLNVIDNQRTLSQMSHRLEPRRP
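Compounds were titrated in qHTS against a Rap1B-BODIPY-GDP (250 nM) complex with EPAC2 (100 nM) and GDP (50 uM). BODIPY-GDP release tracked at 480/540 nm over 30 min at room temperature, normalized to 6.5 mM cAMP.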
HepG2 tox: counter-screen for TGF-b inhibitors: cytotoxicity in HepG2 cells. HepG2 CAGA-GFP viability, ATP luminescence, 18 h. Potency, µM (series often up to 46.1 µM), without a hit: top-dose activity change, negative = cytotoxicity, hits mostly cytotoxic. 410,000 compounds, 0.76% hits. AID 588856; note: potency is the fitted concentration of half-maximal effect; some results filed as inactive show a strong effect at the top dose
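HepG2 CAGA-GFP cells (1000/well, DMEM with 1% FBS) received compound, then TGF-beta at 500 pg/mL final, and were incubated 18 hours at 37 degrees C. Viability was read by CellTiter-Glo luminescence. Media-only wells were set as complete cell-killing and DMSO as no toxicity.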
A549 viability: A549 cytotoxicity, counter-screen for Nrf2 inhibitors; A549 ARE-Fluc cells, CellTiter-Fluor viability, 18-24 h; Potency, µM (doses to about 46 µM), inactives show at the top dose activity change, negative = cytotoxicity, actives largely listed as inhibitors; 390,000 compounds, 0.16% hits; AID 504648; note: potency is the fitted concentration of half-maximal effect; % is set by controls: 0 for no effect and ±100 for the full control effect
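A549 ARE_Fluc cells in 5% FBS OPTI-MEM were exposed to compounds in concentration-response for 18-24 h at 37 deg C. Viability was read by CellTiter-Fluor fluorescence (Ex 405/Em 525) after 30 min, before the luciferase read.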
ATXN2 expr inh: reduces ATXN2 reporter expression in HEK-293 cells. HEK-293 ATXN2-luciferase reporter, luminescence, 24 h. Potency, µM (series often up to 57 µM), for inactives: at the highest dose activity change, negative = inhibition, usual class: inhibitors. 360,000 compounds, 0.72% hits. AID 1745845; note: potency is the fitted concentration of half-maximal effect; % is set by controls: 0 for no effect and ±100 for the full control effect; nearly all actives have a fitted effect of over 55% in size
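qHTS (up to 57 uM final) was run with 24 h compound exposure of reporter cells at 37 °C. Each well was multiplexed: SteadyGlo luminescence measured ATXN2-luciferase expression after a fluorogenic Gly-Phe-AFC viability readout (25 uM final).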
ATXN viability: cell viability loss in ATXN counter-screen; S2 cells (HEK-293 line with an ATXN2-luciferase reporter) viability, CellTiter-Fluor protease fluorescence, 24 h; Potency, µM (series often up to 56.7 µM), hits mostly cytotoxic; 400,000 compounds, 0.49% hits; note: potency is the fitted concentration of half-maximal effect; nearly all actives have a fitted effect of over 40% in size
Nrf2 ARE act: activators of Nrf2 (ARE) signaling. AREc32 ARE-luciferase reporter (MCF7-derived line), luminescence, 24 h. Potency, µM (doses to about 46.1 µM), without a hit: at the highest dose activation, actives largely listed as activators. 410,000 compounds, 0.31% hits. AID 624171; note: potency is the fitted concentration of half-maximal effect; % of control where 0% means no effect; nearly all actives have a fitted effect of over 65% in size
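ARE activation measured as luciferase luminescence (Steady-Glo, 30 min RT) in AREc32_Fluc cells after 24 hr compound exposure at 37 deg C, 5% CO2; cells seeded overnight at 1000/well in OPTI-MEM, 5% FBS.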
Nrf2 block: inhibitors of Nrf2 signaling. A549 ARE-Fluc reporter, luciferase luminescence, 18-24 h. Potency, µM (series often up to 46 µM), for inactives: at the highest dose activity change, negative = inhibition, hits mostly inhibitors. 360,000 compounds, 2.1% hits; note: potency is the fitted concentration of half-maximal effect; % is set by controls: 0 for no effect and ±100 for the full control effect; nearly all actives have a fitted effect of over 60% in size
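In this cell-based qHTS, ARE-driven firefly luciferase in A549 cells reports Nrf2 activity; the luminescent signal after BugLite lysis is the measured value, with a prior CellTiter-Fluor read for cell health.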
IL2 activator: activates IL-2 in a cell-based reporter assay | activation, % (series mostly up to about 46 µM) | IL-2 activation reporter assay, cell-based qHTS; stimulated with anti-CD3/CD4/CD28 beads; in transgenic mouse T cells | 360,000 compounds, 0.065% hits; in the data active = activation above about 50%; inconclusive = mostly about 30% to 49%; note: 0% is about no effect
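Readout is EGFP and DsRed signal by fluorescent plate cytometry after 18 h at 37 degrees C. Transgenic mouse T cells (750/well) received compound for 60 min before bead stimulation (anti-CD3, anti-CD4, anti-CD28); memory T cells served as non-tolerant control.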
TGFb inhibitor: TGF-b pathway inhibition. HepG2 CAGA-GFP TGF-b/SMAD3 reporter, GFP fluorescence, 18 h; TGF-beta stimulated, 500 pg/mL final. Potency, µM (highest dose often 46.1 µM), for the others: top-dose activity, negative = inhibition, usual class: inhibitors. AID 588855. 410,000 compounds, 1.2% hits; note: potency is the fitted concentration of half-maximal effect; % is set by controls: 0 for no effect and ±100 for the full control effect; nearly all actives have a fitted effect of over 65% in size
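Inhibition was scored as loss of TGF-beta-induced (500 pg/mL final, 18 hours, 37 degrees C) GFP in HEPG2 cells carrying a CAGA-GFP reporter, in DMEM with 1% FBS. Well GFP was summed per cell; Activity was normalised to unstimulated and stimulated DMSO wells, then concentration-response fitting.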
An asterisk follows results filed as active; i = inactive; ? = inconclusive; · = not tested or not shown; [ ] = remark or other dose. Unless noted, calls come from the whole dose curve; as a rule, active = well fitted curve in the direction sought with a large enough effect; inconclusive = small, poorly fitted or top-dose-only effect, or another doubt; inactive = no such curve, though single readings can be large; an effect the other way counts as inactive or inconclusive.

SMILES	EPAC2 ag	HepG2 tox	A549 viability	ATXN2 expr inh	ATXN viability	Nrf2 ARE act	Nrf2 block	IL2 activator	TGFb inhibitor
CCN(Cc1cnn(C)c1)C(=O)c1ccc2nc(Cc3cccc(Cl)c3)oc2c1	-5%	-19%	1%	5%	i	3.0%	-19%	-2.8	-30%
Cc1c(C(=O)O)[nH]c2c1C(=O)CC(c1ccccc1)C2 (configuration not stated)	4%	-22%	27%	-1%	i	1.8%	·	-0.9	11%
C=CCOn1c(=O)c(=O)n(OCc2ccccc2)c2ccccc21	1%	-25%	-6%	1%	i	-0.5%	-7%	0.4	-9%
CCO[C@@H]1OC(C(=O)O)=C[C@H](c2coc3ccccc3c2=O)[C@H]1CCCO	5%	1%	4%	1%	i	-0.7%	-1%	0.6	3%
Cc1ccc(NC(=O)Cn2c(=O)oc3cc(S(=O)(=O)NCc4ccccc4)ccc32)cc1	·	-29%	-5%	-10%	?	4.6%	13%	·	?
COc1ccc(-c2cc(C(=O)NCCc3ccccc3)c3c(-c4ccccc4)[nH]nc3n2)cc1	·	-24%	?	-8%	?	0.7%	-6%	·	?
CCN1C(=O)[C@H]2[C@@H](c3ccc(SC4CCCCC4)cc3)N[C@@](CC(C)C)(C(=O)OC)[C@H]2C1=O	7%	-1%	-2%	-20%	i	-0.7%	21µM*	-0.6	1%
COc1ccc(-n2nc(C(=O)NCC(=O)N3CCC(C)CC3)c3ccccc3c2=O)cc1Cl	-7%	-2%	-1%	144%[activator]	i	5.1%	?	0.6	14%
NC(=O)NC(CC(=O)Nc1cccnc1)c1cccc(Br)c1 (configuration not stated)	11%	0%	10%	7%	i	0.4%	-1%	-0.7	-17%
O=C(C1CCN(S(=O)(=O)c2cnc[nH]2)CC1)N1CCN(c2ncccn2)CC1	-4%	4%	7%	-7%	i	-1.2%	13%	-2.1	-29%
O=C(NCCNc1ccc([N+](=O)[O-])cc1C(F)(F)F)c1ccccc1F	-7%	-40%	-17%	-14%	i	5.1%	?	-4.3	25%
CC(=O)c1cccc(NC(=O)CC2S/C(=N/N=C3CCCCCC3)NC2=O)c1 (configuration not stated)	2%	5%	-1%	3%	i	-0.9%	3%	0.3	1%
O=C(Nc1ccc(C(=O)N2CCN(c3ccccn3)CC2)cc1)c1ccc(Br)o1	10%	-6%	-2%	-3%	i	-0.9%	-18%	-0.2	?
COc1cc(NC(=O)c2cc(S(=O)(=O)N3CCCCC3)ccc2N2CCOCC2)cc(OC)c1	4%	-10%	-5%	2%	i	0.0%	-27%	-5.1	-23%
CC1CCCCC1NC(=O)COC(=O)c1ccc2c(=O)n3c(nc2c1)CCC3 (configuration not stated)	-2%	-8%	0%	4%	i	-0.2%	3%	0.7	-14%
O=C(Nc1ccc(NC(=O)C2CC2)cn1)c1ccccc1	-9%	-16%	1%	?	i	-1.5%	?	-0.4	5%
COCCN1C=C(C(=O)OC)C(c2ccc(OC)c(OC)c2)C(C(=O)OC)=C1	4%	4%	2%	3%	i	-1.0%	5%	-3.1	-10%
COCCCNC(=O)CSc1nc2c(sc(=S)n2-c2cc(Cl)ccc2OC)c(=O)[nH]1	1%	9%	-8%	·	i	-1.0%	8%	1.1	3%
COc1ccc(CCNC(=O)CN(CCc2ccccc2)S(C)(=O)=O)cc1	6%	12%	-6%	-8%[11.3 µM]	i	-0.4%	0%	3.5	-6%
Cc1ccc(COC(=O)CCc2nc3ccccc3c(=O)[nH]2)cc1	6%	-3%	0%	-2%	i	0.3%	9%	-1.2	-7%
O=C(COC(=O)/C=C/c1cccc(C(F)(F)F)c1)Nc1cccc(S(=O)(=O)NC2=NCCC2)c1	4%	-3%	·	·	i	11%	·	0.5	-1%
CNS(=O)(=O)c1ccc2c3c(cccc13)C(=O)N2C	7%	-17%	1%	11%	·	2.8%	?	-0.3	8%
Cc1cccc(S(=O)(=O)NC(=O)C2(C)CCN2C(=O)CCC2CCCC2)c1 (configuration not stated)	6%	1%	·	12%	i	-0.3%[9.22 µM]	·	-0.1	8%
CCc1ccc(NC(=O)CN(C(=O)N2CCN(CC)CC2)S(=O)(=O)c2ccc(C)cc2)cc1	-5%	-1%	-3%	10%	i	0.2%	-9%	-4.5	0%
O=c1c(/C=N/O)coc2ccc3ccccc3c12	-1%	6%	0%	6%	i	2.5%	26%	-0.6	18%
CC(C)(C)OC(=O)N1C=CCC1CN1C(=O)COCC1=O (configuration not stated)	·	-4%	16%	·	·	·	?	·	-5%
CCn1c(N2CCN(CC(=O)Nc3cccc(C)c3C)CC2)nc2ccccc21	2%	-25%	1%	-12%	i	-0.1%	7%	-0.8	2%
CCN1CCN(S(=O)(=O)c2ccc3c4c(cccc24)C(=O)N3CC)CC1	-9%	-5%	13%	15%	·	11%	6%	0.6	-3%
COc1ccc(-c2cc(C)no2)cc1S(=O)(=O)N(C)c1cccc(C)c1	5%	-10%	11%	-14%	i	-0.1%	?	-3.1	0%
CCc1ccc(-c2cc(C(=O)NN3CCOCC3)c3ccccc3n2)cc1	6%	0%	0%	7%	i	3.6%	?	-0.3	8%
O=S(=O)(c1ccccc1)N1N=C(c2ccccc2)CC1c1ccccc1 (configuration not stated)	11%	-5%	1%	-18%	i	2.8%	-38%	-0.5	9%
CCOC(=O)N1CCC(N(CCN(C)C)C(=S)Nc2cc(C)cc(C)c2)CC1	14%	4%	14%	3%	i	3.1%	17%	-2.2	-10%
O=C(CSc1ccc(-c2cccnc2)nn1)Nc1ccccc1	0%	23%	-3%	-1%	i	0.3%	-15%	-0.7	1%
CC(=O)Nc1ccc2c(c1)ncn2C	0%	4%	1%	7%	i	0.2%	4%	-1.6	0%
O=C(O)c1ccc2c(c1)C(=O)N(c1cccc(C(=O)/C=C/c3ccccc3)c1)C2=O	6%	-1%	-1%	-13%	i	17%	25%	0.3	-11%
C=CCn1c(O)c(N=NC(=S)Nc2cccc(OC)c2)c2ccccc21	15%	-23%	?	-42%	i	0.0%	?	-4.3	-25%
Cn1c(=O)oc2cc(S(=O)(=O)NCc3ccccn3)ccc21	8%	-1%	1%	-6%	?	-0.4%	13%	-0.8	14%
C/C(Cn1cnc([N+](=O)[O-])n1)=N\NC(=O)c1ccc(Br)cc1	2%	6%	3%	9%	i	3.6%	1%	0.9	-1%
CC1CCN(CC(=O)N2c3ccccc3CCc3ccccc32)CC1	1%	-8%	1%	-14%	i	0.3%	4%	-3.8	2%
Cc1c(C(=O)NCc2ccc3c(c2)cc(C)n3C)cccc1[N+](=O)[O-]	-7%	-1%	-4%	-23%	·	0.2%	-2%	-3.8	8%

As a short view, 6 of the compounds above.
SMILES	EPAC2 ag	HepG2 tox	A549 viability	ATXN2 expr inh	ATXN viability	Nrf2 ARE act	Nrf2 block	IL2 activator	TGFb inhibitor
CCN(Cc1cnn(C)c1)C(=O)c1ccc2nc(Cc3cccc(Cl)c3)oc2c1	-5%	-19%	1%	5%	i	3.0%	-19%	-2.8	-30%
Cc1c(C(=O)O)[nH]c2c1C(=O)CC(c1ccccc1)C2 (configuration not stated)	4%	-22%	27%	-1%	i	1.8%	·	-0.9	11%
C=CCOn1c(=O)c(=O)n(OCc2ccccc2)c2ccccc21	1%	-25%	-6%	1%	i	-0.5%	-7%	0.4	-9%
CCO[C@@H]1OC(C(=O)O)=C[C@H](c2coc3ccccc3c2=O)[C@H]1CCCO	5%	1%	4%	1%	i	-0.7%	-1%	0.6	3%
Cc1ccc(NC(=O)Cn2c(=O)oc3cc(S(=O)(=O)NCc4ccccc4)ccc32)cc1	·	-29%	-5%	-10%	?	4.6%	13%	·	?
COc1ccc(-c2cc(C(=O)NCCc3ccccc3)c3c(-c4ccccc4)[nH]nc3n2)cc1	·	-24%	?	-8%	?	0.7%	-6%	·	?

Carrying on:
SMILES	EPAC2 ag	HepG2 tox	A549 viability	ATXN2 expr inh	ATXN viability	Nrf2 ARE act	Nrf2 block	IL2 activator	TGFb inhibitor
CCNC(=O)c1ccc(CSc2ccc(Cl)cc2)cc1	10%	-1%	-2%	·	i	3.8%	-18%	0.9	-20%
CCOc1cc(/C=C2\N=C(SC(C)C(N)=O)N(c3ccc(OC(F)F)cc3)C2=O)ccc1O (configuration not stated)	10%	-38%	-20%	?	?	3.1%	?	29	25%
Cc1cccc(C)c1NC(=O)C1(C)CCC(=O)N1c1cc(C(C)(C)C)nn1C (configuration not stated)	4%	-1%	·	15%	?	-0.8%	·	-0.5	-1%
CC(C)S(=O)(=O)CC(=O)c1ccc(Cl)cc1	3%	-5%	7%	·	i	-0.4%	?	0.0	-5%
CC1CCCCC1NC(=O)CSc1nnnn1C (configuration not stated)	10%	-4%	-2%	-3%	i	2.4%	5%	1.3	1%
Cc1ccc(NC(=S)NC(=O)/C=C/c2ccco2)c(O)c1	11%	-14%	-10%	37%	i	?	10%	0.1	0%
C=CCN(C(=O)c1csnn1)C(C(=O)NC1CCCC1)c1ccccc1F (configuration not stated)	10%	-8%	-7%	6%	i	0.2%	?	1.5	2%
CSc1cccc(NC(=O)C(=O)NCc2ccccc2)c1	-4%	9%	1%	-17%	i	-0.3%	-13%	0.2	-9%
Cc1ccc2nc(NC(=O)c3ccc4ncsc4c3)sc2c1	1%	-92%	-6%	31%[activator]	i	-0.8%	20%	-1.5	-26%
COCCCn1c(SCc2cc(=O)[nH]c3ccccc23)nnc1-c1ccco1	2%	-16%	2%	2%	i	-0.3%	4%	-2.2	-2%
O=C(NC1CCNCC1)C1CCCCC1	6%	-2%	8%	0%	i	0.3%[9.22 µM]	-5%	-4.1	1%
